# RNase H inhibition = RNase H inhibition, HIV 1 Gag Pol polyprotein, FRET biochemical assay, screening (AID 372) | hit rate 0.77% among 100,000 | HIV-1 RT RNase H, FRET RNA/DNA substrate fluorescence; higher % means a stronger effect | inhibition, % at 10 µM, or IC50 in µM where a hit was titrated; in the data active = inhibition above about 50%
# * = called active by the depositor.
SMILES,RNase H inhibition
COc1ccc(C2/C(=C(\O)c3ccccc3)C(=O)C(=O)N2C)cc1 (stereo not given),12%
O=c1[nH]n(-c2cccc(Cl)c2)c(O)c1/C=C1/C=Nc2ccccc21,25%
COc1cccc(NC(=O)Nc2nnc(-c3ccccc3F)s2)c1,53%*
Cc1cc(Cl)ccc1NC(=O)CN(c1cccc(Br)c1)S(C)(=O)=O,12%
COc1ccc(C(=O)NC2CCSC2=O)cc1 (stereo not given),7%
COc1cc(C)nc(Nc2nc(C)c3cc(C)ccc3n2)n1,0%
CSc1nnc2c(n1)OC(c1cccs1)N(C(C)=O)c1ccccc1-2 (stereo not given),15%
C/C(=N\NC(=O)c1ccccn1)C12CC3CC(CC(C3)C1)C2,0%
O=C1CC(SC(=NCc2ccc3c(c2)OCO3)Nc2ccccc2)C(=O)N1c1cccc(Cl)c1 (stereo not given),15%
COC(=O)C1=C(C)NC2=C(C(=O)CC(c3ccccc3)C2)C1c1cc(OC)ccc1OC (stereo not given),8%
COC(=O)c1ccccc1P(=O)(c1ccccc1)c1ccccc1,7%
Clc1ccc(Nc2ccc3ccccc3n2)cc1,20%
O=c1[nH]c(=O)n(-c2ccccc2)c(O)c1C=Nc1cccc([N+](=O)[O-])c1,7%
O=C(Nc1ccc(-c2nc3ccccc3[nH]2)cc1)c1cc2ccccc2o1,51%*
O=C(O)c1cccc(-c2ccc(/C=C3\SC(=O)N(c4ccc(Cl)cc4)C3=O)o2)c1,8%
O=C(NC(N1CCCCC1)C(Cl)(Cl)Cl)NC(N1CCCCC1)C(Cl)(Cl)Cl (stereo not given),16%
CCOc1ccc(C(=O)Nc2ccc(C(C)=O)cc2)cc1,0%
CCN=C(NCC)SC1CC(=O)N(c2cccc(OCC)c2)C1=O (stereo not given),0%
Cc1ccc(N(CC(=O)N/N=C/C(C)C)S(=O)(=O)c2ccccc2)c(C)c1,8%
CCOc1ccc(/C=C/C(=O)c2ccc3ccccc3c2)cc1OC,12%
COC(=O)N/N=C/c1cccc([N+](=O)[O-])c1,6%
CCCCCCCC1=NN2C(=O)CC(=O)N=C2S1,4%
Cc1ccc(CN2CCN(/N=C/c3ccc(C(F)(F)F)cc3)CC2)cc1,9%
Cc1ccc(N2C(=O)C3C(C2=O)C2C=CC3C23CC3)cc1Cl (stereo not given),0%
COC(=O)[C@@]1(C)CC[C@]2(C)CC[C@]3(C)C(=CC(=O)C4[C@@]5(C)CCC(O)C(C)(C)C5CC[C@]43C)C2C1 (stereo not given in full),9%
COc1cc(/C=C2\C(=O)NC(=O)N(c3ccc(Cl)cc3)C2=O)cc(Br)c1OC(C)C,5%
O=C1NC(=Nc2cccc(Cl)c2Cl)S/C1=C\c1ccccc1,12%
CCOc1cc(C2Nc3ccccc3C(=O)N2c2ccc(C)cc2)ccc1O (stereo not given),16%
COC(=O)C1=C(C(=O)OC)SC2(S1)C(C(=O)OC)=C(C(=O)OC)SC1=C2c2cc(C)ccc2N(C(=O)c2ccc(C)cc2)C1(C)C,31%
COc1ccc(/C(=N\O)c2ccccc2)c(O)c1,9%
CCC(Nc1ccc(Br)cc1)C(=O)N/N=C/c1c(O)ccc2ccccc12 (stereo not given),9%
COc1ccc(C(=O)N/N=C/C=C/c2ccccc2)c(OC)c1,11%
CCc1cccc(C)c1NC(=O)/C(C#N)=C/c1ccccc1,4%
CCCCCCNC(=O)CN1C(=O)c2ccccc2C1=O,9%
CCn1c(SCCc2ccccc2)nc2ccccc2c1=O,22%
COc1ccc(C(=O)OCCN2CCOCC2)cc1,2%
CCOC(=O)C(C(=O)OCC)=C(CCN1C(=O)c2ccccc2C1=O)OC(=O)CCN1C(=O)c2ccccc2C1=O,5%
Cc1ccc(COc2ccc3oc(C)c(C(=O)O)c3c2)cc1,33%
CC(Oc1ccccc1)C(=O)NCc1cccnc1 (stereo not given),13%
O=C1NN(c2ccccc2)C(=O)/C1=C\c1ccc(O)cc1,0%

# The final 3 entries of the section above lead into the next.
SMILES,RNase H inhibition
Cc1ccc(COc2ccc3oc(C)c(C(=O)O)c3c2)cc1,33%
CC(Oc1ccccc1)C(=O)NCc1cccnc1 (stereo not given),13%
O=C1NN(c2ccccc2)C(=O)/C1=C\c1ccc(O)cc1,0%
CCCCOc1nc2ccccc2nc1NS(=O)(=O)c1ccc(Cl)cc1,15%
Cc1cccc(-c2cc(C(=O)Nc3ccc(F)c(Cl)c3)c3ccccc3n2)c1,8%
CCCOc1ccc(C(=O)Nc2cccc(C(C)=O)c2)cc1,12%
CCc1ccc(NC(=O)c2ccc(Cl)cc2)cc1,13%
Cc1cccc(NC(=O)/C=C(\C(=O)O)c2ccc(Cl)cc2)c1C,6%
COc1ccc(C2/C(=C(\O)c3ccccc3)C(=O)C(=O)N2CCCO)cc1 (stereo not given),2%
Cc1nn(S(=O)(=O)c2ccc([N+](=O)[O-])cc2)c(C)c1Sc1ccccc1,0%
COc1ccccc1C(=O)Nc1ccc(Cl)c(Cl)c1,4%
O=C1OC(c2ccc(Cl)cc2)=C/C1=C\c1ccco1,14%
COc1cc(OC)cc(C(=O)n2nc(C)cc2C)c1,4%
O=C(Nc1cccc(Cl)c1)Nc1nnc(/C=C/c2ccccc2Cl)s1,12%
CCS(=O)(=O)N1CCN(Cc2cc(Br)ccc2O)CC1,8%
CC(NC(=O)c1ccc(Br)cc1)c1ccccc1 (stereo not given),13%
CC(C)C(=O)N1N=C2CCCCC2C1(O)C(F)(F)F (stereo not given),8%
CCCCOC(=O)C1=C(C)NC2=C(C(=O)CCC2)C1c1cccc(O)c1 (stereo not given),14%
O=C1c2ccccc2-c2onc3c(Sc4ccccc4)cc(Sc4ccccc4)c1c23,9%
O=C(/C=C/c1ccc2c(c1)OCO2)NCc1ccc2c(c1)OCO2,11%
COc1ccc(N(CC(N)=O)S(C)(=O)=O)cc1,7%
FC(F)(F)Oc1ccc(N=Cc2ccc(Cl)cc2Cl)cc1,8%
CCc1cc2c(s1)SC(c1ccc([N+](=O)[O-])cc1)NC2=O (stereo not given),3%
CCOC(=O)C1=C(C)N(c2ccc(C)cc2)C(=O)/C1=C\c1ccc(C)cc1,0%
COc1ccc(N=C/C=C/c2cccc(Br)c2)cc1Cl,0%
Cc1ccc(C(=O)Nc2ccccn2)cc1,6%
CC(=O)NCCOc1ccccc1Oc1ccccc1,0%
O=C1C2C(c3ccc(F)cc3)OC3(C(=O)c4ccccc4C3=O)C2C(=O)N1Cc1ccccc1 (stereo not given),0%
CC(=O)c1ccc(N/N=C2\CCCCC2=O)cc1,11%
CC[n+]1c(C)n(-c2ccccc2)c2ccc(C(=O)Nc3ccccc3)cc21,4%
O=C1c2ccc(Oc3ccc4c(c3)C(=O)N(Cc3cccnc3)C4=O)cc2C(=O)N1Cc1cccnc1,1%
C=CCn1c(SCC(=O)c2ccc(C)cc2)nc2sc3c(c2c1=O)CCCC3,12%
CC(=NCCc1ccccc1)C1=C(O)CSC1=O,12%

# Taken from above for reference:
SMILES,RNase H inhibition
COc1ccccc1C(=O)Nc1ccc(Cl)c(Cl)c1,4%
O=C1OC(c2ccc(Cl)cc2)=C/C1=C\c1ccco1,14%
COc1cc(OC)cc(C(=O)n2nc(C)cc2C)c1,4%
O=C(Nc1cccc(Cl)c1)Nc1nnc(/C=C/c2ccccc2Cl)s1,12%
CCS(=O)(=O)N1CCN(Cc2cc(Br)ccc2O)CC1,8%
CC(NC(=O)c1ccc(Br)cc1)c1ccccc1 (stereo not given),13%
CC(C)C(=O)N1N=C2CCCCC2C1(O)C(F)(F)F (stereo not given),8%
CCCCOC(=O)C1=C(C)NC2=C(C(=O)CCC2)C1c1cccc(O)c1 (stereo not given),14%
O=C1c2ccccc2-c2onc3c(Sc4ccccc4)cc(Sc4ccccc4)c1c23,9%
O=C(/C=C/c1ccc2c(c1)OCO2)NCc1ccc2c(c1)OCO2,11%
COc1ccc(N(CC(N)=O)S(C)(=O)=O)cc1,7%
FC(F)(F)Oc1ccc(N=Cc2ccc(Cl)cc2Cl)cc1,8%
CCc1cc2c(s1)SC(c1ccc([N+](=O)[O-])cc1)NC2=O (stereo not given),3%
CCOC(=O)C1=C(C)N(c2ccc(C)cc2)C(=O)/C1=C\c1ccc(C)cc1,0%
COc1ccc(N=C/C=C/c2cccc(Br)c2)cc1Cl,0%
Cc1ccc(C(=O)Nc2ccccn2)cc1,6%
CC(=O)NCCOc1ccccc1Oc1ccccc1,0%
O=C1C2C(c3ccc(F)cc3)OC3(C(=O)c4ccccc4C3=O)C2C(=O)N1Cc1ccccc1 (stereo not given),0%
CC(=O)c1ccc(N/N=C2\CCCCC2=O)cc1,11%
CC[n+]1c(C)n(-c2ccccc2)c2ccc(C(=O)Nc3ccccc3)cc21,4%
O=C1c2ccc(Oc3ccc4c(c3)C(=O)N(Cc3cccnc3)C4=O)cc2C(=O)N1Cc1cccnc1,1%
C=CCn1c(SCC(=O)c2ccc(C)cc2)nc2sc3c(c2c1=O)CCCC3,12%

# (continued)
SMILES,RNase H inhibition
Cc1cc(C)nc(SCC(=O)Oc2ccc3oc(=O)cc(C)c3c2)n1,5%
COc1ccc2c(Cl)c(C(=O)N/N=C/c3ccccn3)sc2c1,2%
CC(/C=N/N1CCN(Cc2ccc(C)cc2)CC1)=C\c1ccco1,18%
CCCNC1=C(Cl)C(=O)c2ccccc2C1=O,9%
Cc1ccc(-c2ccccc2N)o1,8%
COc1ccccc1C1C(C(C)=O)=C(O)C(=O)N1CCN1CCNCC1 (stereo not given),0%
CCCS(=O)(=O)c1c(S(=O)(=O)CCC)c2c(C)cccn2c1C(=O)c1ccccc1,17%
O=C(Nc1ccccc1)C12CC3CC(CC(C3)C1)C2,3%
CCn1c(=O)sc2cccc(Cl)c21,50%*
Cc1ccc(Cc2cnc(NC(=O)c3ccccc3[N+](=O)[O-])s2)cc1,9%
CCOc1ccc(-c2nc3c(c(-c4ccccc4)nn3-c3ccccc3)c3cc(OC)c(OC)cc23)cc1,23%
FC(F)(F)c1cccc(NC(=S)NCCN2CCOCC2)c1,3%
O=C(NC(=S)Nc1ccccc1C#Cc1ccccc1)c1ccc(Br)cc1,1%
COc1ccc(NC(=O)C(C)(c2ccccc2)c2ccccc2)cc1,15%
O=C(CCN1C(=O)c2cccc3cccc(c23)C1=O)N1CCOCC1,0%
CCOc1ccc(NC(=O)c2c(NC(=O)c3ccco3)sc3c2CCC(C)C3)cc1 (stereo not given),11%
CC1(C)c2ssc(=S)c2-c2ccccc2N1C(=O)CN1CCOCC1,8%
CCOP(=O)(OCC)C(Nc1cc(Cl)cc(Cl)c1)c1ccc(Br)cc1 (stereo not given),14%
COc1ccc(S(=O)(=O)Nc2cccc(C)c2C)cc1,3%
O=C(Nc1ccccc1)c1cc(Br)ccc1Cl,13%
COc1ccc([N+](=O)[O-])cc1N1C(=O)C2C3C=CC(C3=C(c3ccccc3)c3ccccc3)C2C1=O (stereo not given),10%
COc1cccc(NC(=O)c2ccc(OC)c([N+](=O)[O-])c2)c1,9%
Cc1cc(N2CCOCC2)c(F)cc1C(=O)c1ccccc1,2%
O=C(NC(Cc1ccccc1)C(=O)Nc1ccccn1)OCc1ccccc1 (stereo not given),4%
CCOC(=O)c1c(NC(=O)c2ccc(C)cc2)sc2c1CCC2,15%
CCc1ccc(C2C(C(=O)OCCOc3ccccc3)=C(C)NC3=C2C(=O)CC(c2ccc(OC)cc2)C3)cc1 (stereo not given),6%
CC(=O)Nc1ccc(S(=O)(=O)Nc2ncccn2)cc1,0%
Cc1ccc(/C=N/NC(=O)c2cc(Br)ccc2O)cc1,3%
COc1ccc(/C=C2\SC(=O)N(CC(=O)Nc3ccccc3Cl)C2=O)cc1OC,37%
CCOc1ccc2c(c1)C(=C1SC(C(=O)OC)=C(C(=O)OC)S1)C(=S)C(C)(C)N2,46%
COc1ccc(S(=O)(=O)NCCC(C)C)cc1,0%
COc1ccc(NC(=S)NC(=O)c2ccc(OC)c(Cl)c2)c(OC)c1,14%
COc1ccc(S(=O)(=O)N/N=C/c2ccc[nH]2)cc1,5%
CC1=C(C(=O)OC2CCCCC2)C(c2cccnc2)C2=C(CC(c3ccc(Cl)cc3)CC2=O)N1 (stereo not given),18%
O=C1CC(N2CCSCC2)C(=O)N1c1cccc(Cl)c1 (stereo not given),8%
COc1ccc(-c2nc(-c3ccc(O)c(O)c3)cs2)cc1OC,32%
Cc1ccc(-c2cc(C(=O)N/N=C/c3ccc(Cl)cc3)[nH]n2)cc1,21%
Cc1c(Cl)cccc1-c1ccc(C(=O)Nc2ccc(F)c([N+](=O)[O-])c2)o1,24%
CN1CCN(C(=O)c2cc3nc(-c4ccc(F)cc4)cc(C(F)(F)F)n3n2)CC1,0%
Cc1ccc(OCC(=O)NCc2ccncc2)cc1,2%
CC(C)CNC(=O)C(=O)NC1CCCCC1,0%
CCOC(=O)C1=C(C)N=c2s/c(=C/c3cc([N+](=O)[O-])ccc3OC)c(=O)n2C1c1cc(OC)ccc1OC (stereo not given),21%
COc1ccccc1NC(=O)c1cc(=O)[nH]c2ccccc12,3%
CCOC(=O)C1=C(C)NC2=C(C(=O)CCC2)C1c1cccc(Cl)c1 (stereo not given),8%
CC1CCN(CCOCCOc2cccc3ccccc23)CC1,1%
O=C1C2C3c4ccccc4C(CO)(c4ccccc43)C2C(=O)N1c1cccc2ccccc12 (stereo not given),10%
CCOC(=O)C1=C(C)OC(N)=C(C#N)C1c1cc(C)c(OC)cc1C (stereo not given),3%
CCc1ccccc1NC(=O)COc1cccc(C)c1,0%
CC1=C(C(=O)Nc2ccc(Br)cc2)C(c2cccc(Br)c2)NC(=O)N1 (stereo not given),12%
Clc1cccc(/C=N/Nc2cc(N3CCOCC3)ncn2)c1,22%
# Carrying on.
SMILES,RNase H inhibition
O=C(c1ccccc1SCc1ccccc1)N1CCOCC1,0%
O=C(NNc1ccccc1)c1ccccc1,5%
O=C(C1c2ccccc2Oc2ccccc21)N1CCN(c2cccc(Cl)c2)CC1,26%
COc1ccc(-n2c(=O)c3c4c(sc3n3c(SC)nnc23)COC(C)(C)C4)cc1,0%
Cc1nn(C(=O)C2CC2)c(C)c1Sc1ccccc1,14%
CCOc1ccc(Cc2c(O)nc(N)[nH]c2=O)cc1,6%
CCN(CC)c1ccc(/C=C2\C(=O)NC(=S)N(c3ccc(Cl)cc3)C2=O)cc1,14%
COc1ccc(/C(C#N)=C/c2ccc(F)c(Br)c2)cc1OC,38%

# Some of the compounds tested; the hit share may differ from the screen's.
